NSD2 block: NSD2 (human) methyltransferase inhibition; NSD2-SET H3K36me1 DELFIA fluorescence, biochemical; 44,000 compounds, 0.07% hits; inhibition, % at 12.5 µM; AID 624260; O96028; in the data active = inhibition above about 54%, passing the limit was not always enough; inconclusive = no clear call, values can overlap the other calls;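 also: inhibitors reduce the monomethyl H3K36 fluorescence signal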
Target sequence (O96028 whole entry, looked up): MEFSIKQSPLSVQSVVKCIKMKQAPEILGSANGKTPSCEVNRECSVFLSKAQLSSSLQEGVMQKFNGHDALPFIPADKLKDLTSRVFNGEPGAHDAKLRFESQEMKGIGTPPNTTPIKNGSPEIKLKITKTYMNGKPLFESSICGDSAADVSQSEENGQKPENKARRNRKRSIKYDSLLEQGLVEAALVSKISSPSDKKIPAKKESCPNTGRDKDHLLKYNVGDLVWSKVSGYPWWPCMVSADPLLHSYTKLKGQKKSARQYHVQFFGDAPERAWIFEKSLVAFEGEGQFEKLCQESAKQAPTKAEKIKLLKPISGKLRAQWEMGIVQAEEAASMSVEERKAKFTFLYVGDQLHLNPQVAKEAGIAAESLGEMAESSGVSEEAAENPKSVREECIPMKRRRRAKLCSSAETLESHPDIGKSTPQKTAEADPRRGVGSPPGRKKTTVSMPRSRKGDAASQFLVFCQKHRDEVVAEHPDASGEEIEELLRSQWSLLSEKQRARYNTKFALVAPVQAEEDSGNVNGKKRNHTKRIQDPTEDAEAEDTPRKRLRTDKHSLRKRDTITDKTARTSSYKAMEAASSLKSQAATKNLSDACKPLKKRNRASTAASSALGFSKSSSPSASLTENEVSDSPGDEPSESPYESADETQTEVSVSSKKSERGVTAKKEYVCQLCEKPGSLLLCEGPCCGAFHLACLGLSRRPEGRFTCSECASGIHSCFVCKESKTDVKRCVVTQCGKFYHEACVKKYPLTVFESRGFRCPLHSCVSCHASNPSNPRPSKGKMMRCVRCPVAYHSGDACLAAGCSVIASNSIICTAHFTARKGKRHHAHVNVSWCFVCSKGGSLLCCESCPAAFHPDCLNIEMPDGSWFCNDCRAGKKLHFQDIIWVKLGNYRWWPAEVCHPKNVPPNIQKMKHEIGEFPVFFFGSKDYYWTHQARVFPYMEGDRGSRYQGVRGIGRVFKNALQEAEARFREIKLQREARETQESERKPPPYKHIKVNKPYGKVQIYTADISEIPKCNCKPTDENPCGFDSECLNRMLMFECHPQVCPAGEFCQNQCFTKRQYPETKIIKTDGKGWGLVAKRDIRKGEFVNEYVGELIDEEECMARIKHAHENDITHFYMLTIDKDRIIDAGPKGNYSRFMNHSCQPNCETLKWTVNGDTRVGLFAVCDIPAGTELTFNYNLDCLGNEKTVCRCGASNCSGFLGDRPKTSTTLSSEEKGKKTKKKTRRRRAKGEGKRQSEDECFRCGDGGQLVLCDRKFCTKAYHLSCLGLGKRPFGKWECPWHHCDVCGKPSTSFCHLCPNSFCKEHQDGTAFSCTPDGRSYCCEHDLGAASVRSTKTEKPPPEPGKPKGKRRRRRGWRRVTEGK
* hit, by the source's call; u = inconclusive. A portion of the library, so the mix of outcomes need not match the whole.

SMILES	NSD2 block
CCCN(C)C[C@H]1Oc2cc(-c3cccc(C#N)c3)ccc2S(=O)(=O)N([C@@H](C)CO)C[C@H]1C	10.2
COc1ccc(CN(C)C[C@@H]2OCCCC[C@@H](C)Oc3ccc(NS(=O)(=O)c4c(C)noc4C)cc3C(=O)N([C@@H](C)CO)C[C@@H]2C)cc1	-12.0
C[C@@H]1CN([C@H](C)CO)C(=O)c2cccc(NC(=O)Nc3ccc4c(c3)OCO4)c2O[C@H]1CN(C)S(C)(=O)=O	-4.6
C[C@@H]1CN([C@H](C)CO)C(=O)c2cc(C#Cc3ccc(F)cc3)cnc2O[C@@H]1CN(C)C(=O)Nc1ccc(F)cc1	-4.6
C[C@@H]1CCCCO[C@@H](CN(C)S(C)(=O)=O)[C@H](C)CN([C@@H](C)CO)C(=O)c2cc(NS(=O)(=O)c3ccccc3)ccc2O1	3.3
C[C@H](CO)N1C[C@H](C)[C@H](CN(C)C(=O)Cc2ccccn2)Oc2cc(-c3ccc(C(=O)N(C)C)cc3)ccc2S1(=O)=O	1.3
C[C@@H]1CN([C@@H](C)CO)C(=O)c2cc(NS(=O)(=O)c3cccs3)ccc2O[C@H]1CN(C)C	-1.6
COc1ccc(NC(=O)N(C)C[C@H]2OCCCC[C@H](C)Oc3ccc(NC(=O)NC(C)C)cc3C(=O)N([C@@H](C)CO)C[C@@H]2C)cc1	-4.0
C[C@@H]1CN([C@H](C)CO)C(=O)c2cccc(NS(=O)(=O)c3ccc(Cl)cc3)c2O[C@H]1CN(C)C(=O)Nc1ccc(F)cc1	5.7
COc1ccc([Si](C)(C)[C@@H]2[C@@H](CC(=O)N3Cc4ccccc4C[C@H]3CO)O[C@]3(C(=O)N(C)c4c(Br)cc(C)cc43)[C@H]2C)cc1	-0.3
C=C[C@H]1[C@H](O[C@@H]2O[C@H](CO)[C@@H](O)[C@H](O)[C@H]2O)OC=C2C(=O)OCC[C@]21O	2.2
C[C@@H]1CN([C@@H](C)CO)S(=O)(=O)c2ccc(C3=CCCCC3)cc2O[C@@H]1CN(C)C(=O)Cc1ccccc1	1.0
O=C(C[C@H]1C=C[C@@H](NC(=O)C2CC2)[C@@H](CO)O1)NC1CCC1	1.5
CN(C(=O)C(Cl)Cl)c1ccc(OC(=O)c2ccco2)cc1	-4.8
CC(C)C#Cc1cnc2c(c1)C(=O)N([C@@H](C)CO)C[C@@H](C)[C@@H](CN(C)Cc1ccccc1F)O2	-4.7
O=CNCCc1c[nH]c2ccccc12	4.1
C[C@@H]1CN([C@@H](C)CO)C(=O)Cc2cc(NC(=O)c3ccncc3)ccc2O[C@H]1CN(C)Cc1ccc2c(c1)OCO2	2.9
CC(C)C#Cc1ccc2c(c1)O[C@@H](CN(C)C(=O)C1CCC1)[C@@H](C)CN([C@@H](C)CO)S2(=O)=O	-8.0
Cc1ccc(S(=O)(=O)N(C)C[C@@H]2Oc3ncccc3C(=O)N([C@H](C)CO)C[C@@H]2C)cc1	1.7
CNC[C@H]1Oc2ccc(NC(=O)NC(C)C)cc2CC(=O)N([C@H](C)CO)C[C@@H]1C	u

Structures shown so far containing nitrogen in an aromatic ring (7):
SMILES	NSD2 block
COc1ccc(CN(C)C[C@@H]2OCCCC[C@@H](C)Oc3ccc(NS(=O)(=O)c4c(C)noc4C)cc3C(=O)N([C@@H](C)CO)C[C@@H]2C)cc1	-12.0
C[C@@H]1CN([C@H](C)CO)C(=O)c2cc(C#Cc3ccc(F)cc3)cnc2O[C@@H]1CN(C)C(=O)Nc1ccc(F)cc1	-4.6
C[C@H](CO)N1C[C@H](C)[C@H](CN(C)C(=O)Cc2ccccn2)Oc2cc(-c3ccc(C(=O)N(C)C)cc3)ccc2S1(=O)=O	1.3
CC(C)C#Cc1cnc2c(c1)C(=O)N([C@@H](C)CO)C[C@@H](C)[C@@H](CN(C)Cc1ccccc1F)O2	-4.7
O=CNCCc1c[nH]c2ccccc12	4.1
C[C@@H]1CN([C@@H](C)CO)C(=O)Cc2cc(NC(=O)c3ccncc3)ccc2O[C@H]1CN(C)Cc1ccc2c(c1)OCO2	2.9
Cc1ccc(S(=O)(=O)N(C)C[C@@H]2Oc3ncccc3C(=O)N([C@H](C)CO)C[C@@H]2C)cc1	1.7

(next part)
SMILES	NSD2 block
C[C@H](CO)N1C[C@H](C)[C@@H](CN(C)C(=O)Nc2ccccc2)Oc2ccc(NC(=O)CCC(F)(F)F)cc2C1=O	2.9
C[C@H]1CN([C@@H](C)CO)C(=O)c2cc(-c3ccc(F)cc3)cnc2O[C@H]1CN(C)C(=O)NC1CCCC1	3.4
C[C@@H]1CN([C@H](C)CO)C(=O)c2cc(NS(=O)(=O)c3cn(C)cn3)ccc2O[C@H]1CN(C)C(=O)Nc1cccc2ccccc12	9.1
COc1ccc(CN(C)C[C@@H]2Oc3ccc(NS(=O)(=O)c4cn(C)cn4)cc3C(=O)N([C@H](C)CO)C[C@H]2C)cc1	3.8
C[C@H]1CN([C@@H](C)CO)C(=O)Cc2cc(NC(=O)CCN3CCOCC3)ccc2O[C@@H]1CN(C)C(=O)Nc1cccc2ccccc12	1.2
Cc1ccc(S(=O)(=O)N(C)C[C@@H]2Oc3ccc(NC(=O)Cc4ccccc4)cc3CC(=O)N([C@H](C)CO)C[C@H]2C)cc1	3.1
CN(C)CC(=O)N[C@@H]1C=C[C@H](CC(=O)NCc2ccccc2F)O[C@@H]1CO	-2.5
CCCCCCCCN1C(=O)C(C(C)=O)=C(C)C1(C)O (configuration not stated)	2.9
COc1ccc(S(=O)(=O)N(C)C[C@H]2OCCCC[C@H](C)Oc3ccc(NS(=O)(=O)c4ccc(F)cc4)cc3C(=O)N([C@H](C)CO)C[C@@H]2C)cc1	0.1
C[C@H]1CN([C@@H](C)CO)C(=O)Cc2cc(NC(=O)Cn3cnnn3)ccc2O[C@H]1CN(C)S(=O)(=O)c1ccc(F)cc1	-2.6
C[C@H](CO)N1C[C@H](C)[C@H](CN(C)C(=O)Nc2ccc3c(c2)OCO3)Oc2ccc(NS(=O)(=O)c3ccccc3)cc2C1=O	3.3
Cc1noc(C)c1S(=O)(=O)Nc1ccc2c(c1)C(=O)N([C@@H](C)CO)C[C@@H](C)[C@@H](CN(C)Cc1ccc3c(c1)OCO3)OCCCC[C@H](C)O2	-1.4
Cc1cccc(CN2CCC(CNC(=O)c3cc4cc5ccc(C)cc5nc4o3)CC2)c1	13.8
C[C@H]1CN([C@@H](C)CO)C(=O)c2cc(NC(=O)Nc3ccc4c(c3)OCO4)ccc2O[C@@H]1CN(C)C(=O)Nc1ccc(F)cc1	-0.9
C[C@H](CO)N1C[C@H](C)[C@H](CN(C)Cc2ccccc2)Oc2ccc(NC(=O)C3CC3)cc2CC1=O	1.7
CC(C)NC(=O)Nc1cccc2c1O[C@H](CN(C)Cc1ccc(Oc3ccccc3)cc1)[C@@H](C)CN([C@H](C)CO)C2=O	u
CCc1nc(SCC(=O)Nc2ccc(OC)cc2)c2c3c(sc2n1)COC(C)(C)C3	-0.3
COc1ccccc1C#Cc1ccc2c(c1)O[C@H](CN(C)Cc1ccccc1)[C@H](C)CN([C@@H](C)CO)S2(=O)=O	-3.3
CCC(=O)N(C)C[C@@H]1Oc2cc(C#CC(C)(C)O)ccc2S(=O)(=O)N([C@@H](C)CO)C[C@H]1C	-0.6
Nc1c(S(=O)(=O)c2ccccc2)nnn1-c1ccc(OC(F)(F)F)cc1	-5.0
C[C@@H]1CCCCO[C@@H](CN(C)S(=O)(=O)c2cccs2)[C@@H](C)CN([C@H](C)CO)C(=O)c2cc(NC(=O)Nc3ccc(C(F)(F)F)cc3)ccc2O1	0.7
C[C@H]1CN([C@@H](C)CO)C(=O)c2cc(NC(=O)CCN3CCOCC3)ccc2O[C@@H]1CN(C)Cc1ccc2c(c1)OCO2	-1.4
C[C@@H]1CN([C@H](C)CO)C(=O)Cc2cc(NS(=O)(=O)c3ccc(Cl)cc3)ccc2O[C@H]1CN(C)S(C)(=O)=O	-1.6
C[C@@H]1CN([C@@H](C)CO)C(=O)c2cc(C3=CCCCC3)cnc2O[C@@H]1CN(C)CC1CCOCC1	-1.6
C[C@@H]1CCCCO[C@@H](CN(C)C(=O)NC2CCCCC2)[C@H](C)CN([C@@H](C)CO)C(=O)c2cc(NC(=O)CCCCCC(=O)Nc3ccccc3N)ccc2O1	-3.1
CN1CCN(C2=Nc3ccccc3Sc3ccc(Cl)cc32)CC1	0.3
C[C@H](CO)N1C[C@H](C)[C@H](CN(C)C(=O)[C@@H]2CCCN2C)OCc2ccccc2-c2c(n(C)c3ccccc23)C1=O	-0.5
COc1cc2c(cc1OC)CN(C(=O)[C@H]1[C@@H]3C(=O)O[C@@H](c4ccccc4)[C@@H](c4ccccc4)N3[C@@H](c3ccc(OCCO)cc3)[C@]13C(=O)Nc1ccc(C#CC4=CCCCC4)cc13)CC2	-6.7
CCCC#Cc1ccc2c(c1)O[C@@H](CN(C)S(=O)(=O)c1cccc(OC)c1)[C@H](C)CN([C@@H](C)CO)S2(=O)=O	2.0
C[C@@H]1CCCCO[C@@H](CN(C)C(=O)CCCN(C)C)[C@H](C)CN([C@H](C)CO)C(=O)c2cc(NS(=O)(=O)c3cn(C)cn3)ccc2O1	5.7
C[C@@H]1CN([C@H](C)CO)C(=O)CCCn2cc(nn2)CO[C@@H]1CN(C)C(=O)C1CCCCC1	1.2
C[C@@H]1CCCCO[C@H](CN(C)C(=O)CCCN(C)C)[C@@H](C)CN([C@@H](C)CO)C(=O)c2cc(NC(=O)C3CCCCC3)ccc2O1	1.8
Cc1ccccc1S(=O)(=O)N(C)C[C@@H]1OCc2cnnn2CCCC(=O)N([C@H](C)CO)C[C@@H]1C	16.2
C/C=C(/C)C(=O)OC1Cc2c(ccc3ccc(=O)oc23)OC1(C)C (configuration not stated)	-1.7
CN1CCN(C(=O)C[C@H]2C[C@H]3c4cc(NC(=O)Nc5ccccc5)ccc4O[C@H]3[C@H](CO)O2)CC1	1.1
Cc1ccc(S(=O)(=O)N(C)C[C@@H]2Oc3cc(C#Cc4ccccc4)ccc3S(=O)(=O)N([C@@H](C)CO)C[C@H]2C)cc1	5.6
C[C@@H]1CCCCO[C@@H](CN(C)C(=O)C2CCCCC2)[C@H](C)CN([C@H](C)CO)C(=O)c2cc(NC(=O)Nc3ccc(F)cc3)ccc2O1	-4.6
C[C@@H]1CN([C@@H](C)CO)C(=O)c2cc(NS(=O)(=O)c3cccs3)ccc2O[C@H]1CN(C)Cc1ccc(C(=O)Nc2ccccc2N)cc1	2.7
C[C@H](CO)N1C[C@H](C)[C@@H](CN(C)CC2CCOCC2)Oc2ncc(-c3cncnc3)cc2C1=O	-4.9
NC(=O)NCC#Cc1ccc2c(c1)[C@]1(C(=O)N2)[C@H](C(=O)Nc2nc3ccccc3s2)[C@H]2C(=O)O[C@H](c3ccccc3)[C@H](c3ccccc3)N2[C@@H]1c1ccccc1OCCO	3.1
C[C@@H]1CN([C@@H](C)CO)C(=O)c2cc(NC(=O)CCCN(C)C)ccc2O[C@@H](C)CCCCO[C@H]1CN(C)Cc1ccc2c(c1)OCO2	-0.1
C[C@@H]1CN([C@H](C)CO)C(=O)Cc2cc(NC(=O)Cc3cn(C)c4ccccc34)ccc2O[C@@H]1CN(C)Cc1ccc(C(=O)O)cc1	-1.4
COc1cccc(S(=O)(=O)N(C)C[C@@H]2Oc3cc(C#CCC(C)C)ccc3S(=O)(=O)N([C@H](C)CO)C[C@@H]2C)c1	-0.7
C[C@@H]1CN([C@H](C)CO)C(=O)c2cccc(NC(=O)NC3CCCCC3)c2O[C@H]1CN(C)S(=O)(=O)c1ccccc1	2.0
CCC(=O)N[C@@H]1CC[C@H](CC(=O)NCc2cc(F)cc(F)c2)O[C@@H]1CO	7.3
C[C@@H]1CN([C@H](C)CO)C(=O)Cc2cc(N(C)C)ccc2O[C@H]1CN(C)C(=O)Nc1ccc2c(c1)OCO2	2.0
C[C@H]1CCCCO[C@@H](CN(C)Cc2ccc(C(=O)O)cc2)[C@@H](C)CN([C@@H](C)CO)C(=O)c2cc(NC(=O)Nc3cccc4ccccc34)ccc2O1	-2.8
C[C@H]1CN([C@@H](C)CO)C(=O)c2cccc(NS(=O)(=O)c3cn(C)cn3)c2O[C@H]1CN(C)C(=O)Nc1ccc(C(F)(F)F)cc1	4.4
C/C=C/c1ccc2c(c1)O[C@H](CN(C)C(=O)CN(C)C)[C@H](C)CN([C@H](C)CO)S2(=O)=O	-0.6
CCCC#Cc1cnc2c(c1)C(=O)N([C@@H](C)CO)C[C@@H](C)[C@@H](CN(C)C(=O)c1cnccn1)O2	-0.1
CC(C)NC(=O)Nc1ccc2c(c1)C(=O)N([C@H](C)CO)C[C@@H](C)[C@H](CN(C)C(=O)c1ccncc1)OCCCC[C@H](C)O2	1.5
Cc1ccc(S(=O)(=O)Nc2cccc3c2O[C@@H](CN(C)S(=O)(=O)c2ccc(Cl)cc2)[C@@H](C)CN([C@@H](C)CO)C3=O)cc1	-0.5
CCC(=O)N(C)C[C@@H]1Oc2cc(C#Cc3ccccn3)ccc2S(=O)(=O)N([C@@H](C)CO)C[C@@H]1C	-1.2
C/C=C/c1ccc2c(c1)O[C@@H](CN(C)Cc1ccccc1)[C@@H](C)CN([C@@H](C)CO)S2(=O)=O	1.7
COc1ccc(CN(C)C[C@H]2OCCCC[C@H](C)Oc3ccc(NC(=O)Nc4cccc5ccccc45)cc3C(=O)N([C@@H](C)CO)C[C@H]2C)cc1	3.1
Cc1cc(C(C)(C)C)c(O)c(C)c1CC1=NCCN1	3.3
C[C@@H]1CN([C@@H](C)CO)S(=O)(=O)c2ccc(-c3cncnc3)cc2O[C@@H]1CN(C)Cc1ccccn1	39.4
CCCCc1ccc(NC(=O)N2CCN(c3cc(C)nc4ccccc34)CC2)c(C)c1	3.8
CCCC#Cc1cnc2c(c1)C(=O)N([C@H](C)CO)C[C@@H](C)[C@H](CN(C)S(=O)(=O)c1cccc(OC)c1)O2	2.1
C[C@@H]1CN([C@H](C)CO)C(=O)c2cc(C#C[C@@H](C)O)cnc2O[C@H]1CN(C)C(=O)c1ccccc1	2.2
